Compound activity deposited in PubChem BioAssay by National Center for Advancing Translational Sciences (NCATS).
a7 integrin act: activators of alpha7 integrin expression for muscular dystrophy. 350,000 tested, 0.064% active. Potency, µM (highest dose often 38.3 µM), inactives show at the top dose activation, hits mostly activators. AID 624291. alpha7betagal myoblasts, beta-gal FDG fluorescence, 48 h;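 also: potency is read from the fitted curve at half-maximal effect; 100% = response of the positive control SU9516; nearly all actives have a fitted effect of over 60% in size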
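Alpha7betagal+/- myoblasts (passage 13) were plated 16-24 hr, then exposed to compounds (1:260 dilution of DMSO stock) for 48 hours at 37C. After MPER lysis, β-galactosidase reporter activity was read as FDG fluorescence (ex 480/em 540) after 30 minutes.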
MLL CXXC-DNA inh: inhibitors of human MLL CXXC domain-DNA interaction; Q03164; MLL-CXXC / FITC-HOXA9 DNA fluorescence polarization; Potency, µM (highest dose often 115 µM), for inactives: at the highest dose activity change, negative = inhibition, hits mostly inhibitors; 290,000 tested, 0.037% active; AID 2662; active = well fitted inhibition curve with a large enough effect in the polarisation, with a control signal flat, not every such curve was filed as active; inconclusive = small, poorly fitted or top-dose-only effect, or effect the other way, or a change in a side signal; inactive = no such curve, though single readings can be large or run the other way; the % refers to the polarisation; also: potency is read from the fitted curve at half-maximal effect
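Steps: dispense CXXC domain solution (7 uM) → pin compounds or unlabeled HOX-A9 DNA control → 5 min ambient → add FLSN-HOX-A9 solution (50 nM) → spin → 30 min ambient → fluorescence polarization. Tris pH 7.5/NaCl/DTT/BSA buffer.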
MBNL1 CUG block: inhibitors of human MBNL1 binding to CUG repeat RNA. TR-FRET MBNL1-His/biotin-(CUG)12 binding, 665/545 ratio. Potency, µM (highest dose often 57.5 µM), for the others: at the highest dose activity change, negative = inhibition, actives largely listed as inhibitors. 280,000 tested, 0.036% active. AID 2675; active = well fitted inhibition curve with a large enough effect in the signal ratio, with a control signal flat, not every such curve was filed as active; inconclusive = small, poorly fitted or top-dose-only effect, or effect the other way, or a change in a side signal; inactive = no such curve, though single readings can be large or run the other way; the % refers to the signal ratio; also: potency is read from the fitted curve at half-maximal effect; % is scaled to controls: 0 for no effect and ±100 for the full control effect
Target sequence (Q9NR56 whole entry, looked up): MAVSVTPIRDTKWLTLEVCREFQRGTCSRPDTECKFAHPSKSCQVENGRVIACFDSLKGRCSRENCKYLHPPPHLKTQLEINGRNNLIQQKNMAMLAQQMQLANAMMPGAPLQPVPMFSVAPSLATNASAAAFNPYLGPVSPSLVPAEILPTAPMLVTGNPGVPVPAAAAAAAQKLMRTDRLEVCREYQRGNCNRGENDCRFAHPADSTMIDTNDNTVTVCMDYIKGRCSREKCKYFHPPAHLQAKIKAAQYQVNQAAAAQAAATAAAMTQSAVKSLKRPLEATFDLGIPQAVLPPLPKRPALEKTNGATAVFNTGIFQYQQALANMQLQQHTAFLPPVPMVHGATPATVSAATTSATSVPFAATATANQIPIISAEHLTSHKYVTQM
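MBNL1-His + Biotin-(CUG)12, cpd titration 92 nM–58 uM; Tb anti-His Ab 0.055 ng/ul, SA-XL665 5 nM (final); 60 min RT; ratiometric 665/545 nm, Ex 340 nm; normalized to buffer and full-complex controls.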
TCR act: activates T cell receptor signaling; primary human leukocytes, anti-CD3, IL-2 HTRF, 48 h; Potency, µM (top dose mostly 9.22 µM), for the others: at the highest dose activation of IL-2 secretion, hits mostly activators; 330,000 tested, under 10 active; AID 504894; also: % of control where 0% means no effect
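IL-2 release read by HTRF sandwich (Eu cryptate donor, d2 acceptor, 665 nm emission) after 48 hr exposure of primary human leukocytes to compound together with anti-CD3 beads in the absence of co-stimulatory signals.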
AT treatment: potential ataxia-telangiectasia treatment; 320,000 tested, 0.19% active; […] A-T fibroblasts, KAP-1 phosphorylation AlphaLISA; neocarzinostatin DNA damage 30 min before lysis; Potency, µM (top dose mostly 57.5 µM), without a hit: at the highest dose activation, hits mostly activators; AID 485349; also: potency is read from the fitted curve at half-maximal effect; % of control where 0% means no effect; nearly all actives have a fitted effect of over 45% in size
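ATM-like activity read as KAP-1 phosphorylation via AlphaLISA donor/acceptor antibody pairs after lysis and 6 hr at 25C. Cells were ATM-null patient fibroblasts ([…], hTERT), dosed 60 min, then exposed to the DSB inducer NCS for 30 min.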
TSHR antagonist: antagonists of human thyroid stimulating hormone receptor. TSHR-expressing cells, TSH-stimulated cAMP HTRF, 2 h; active compounds read low. activity change, negative = inhibition, % at 11.5 µM. 330,000 tested, 0.2% active;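 active = activity change below a set negative limit, meaning inhibition stronger than a set level, cut at about -70% in these data; inconclusive = activity change between two set negative limits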; also: % is scaled to controls: 0 for no effect and ±100 for the full control effect
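Read-out is FRET at 665 nm (cryptate excitation 337 nm) from a cryptate-tagged anti-cAMP antibody, competed by cell cAMP against cAMP-d2. Compounds are tested on freshly harvested TSHR cells challenged with 4nM TSH (EC80) for 2 hours at 37 deg C.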
TSG101-PTAP inh: blocks PTAP/TSG101 interaction to inhibit HIV-1 budding; Fluorescence polarization, FITC-PTAP peptide / Tsg101 binding; 340,000 tested, under 10 active; Q99816; Potency, µM (doses to about 115 µM), without a hit: at the top dose activity change, negative = inhibition, hits mostly inhibitors; active = well fitted inhibition curve with a large enough effect in the main read-out, with a control signal flat, not every such curve was filed as active; inconclusive = small, poorly fitted or top-dose-only effect, or effect the other way, or a change in a side signal; inactive = no such curve, though single readings can be large or run the other way; also: potency is read from the fitted curve at half-maximal effect; % of control where 0% means no effect
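Fluorescence polarization binding of Tsg101 binding domain (10 uM final) to FITC-labeled PTAP peptide (50 nM final) in HEPES pH 7.5 buffer with NaCl, Tween 20, EDTA, TCEP. Compounds added before peptide; binding 20 min at RT.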
ASM inhibitor: blocks human secretory acid sphingomyelinase. AID 504937. P17405. placental ASM, HMU-PC fluorogenic substrate, 60 min. Potency, µM (highest dose often 57.5 µM), for inactives: at the top dose activity change, negative = inhibition, hits mostly inhibitors. 340,000 tested, 0.006% active; also: potency is read from the fitted curve at half-maximal effect
Target sequence (P17405 47-631 limits assumed): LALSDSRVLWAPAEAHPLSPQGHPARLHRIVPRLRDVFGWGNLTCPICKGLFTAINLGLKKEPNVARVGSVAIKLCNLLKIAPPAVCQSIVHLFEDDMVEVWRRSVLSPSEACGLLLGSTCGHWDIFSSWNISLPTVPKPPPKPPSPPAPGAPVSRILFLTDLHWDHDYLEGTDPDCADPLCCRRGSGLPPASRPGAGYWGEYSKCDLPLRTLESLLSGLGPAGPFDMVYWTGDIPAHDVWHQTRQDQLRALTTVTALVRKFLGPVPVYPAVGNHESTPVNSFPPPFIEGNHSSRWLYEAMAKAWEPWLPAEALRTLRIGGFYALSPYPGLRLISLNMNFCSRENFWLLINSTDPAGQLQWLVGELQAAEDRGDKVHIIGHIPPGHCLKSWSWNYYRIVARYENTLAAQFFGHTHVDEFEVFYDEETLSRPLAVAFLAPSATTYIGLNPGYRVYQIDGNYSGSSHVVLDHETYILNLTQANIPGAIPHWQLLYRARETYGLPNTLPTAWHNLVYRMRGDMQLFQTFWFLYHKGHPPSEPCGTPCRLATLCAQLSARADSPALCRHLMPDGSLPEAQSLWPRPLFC
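Fluorogenic HMU-PC substrate (9 uM final) is turned over by placental ASM in 60 min at 37 C after a 10 min compound preincubation. Reaction ended by alkaline stop (pH 10), with fluorescence read at 386/447 nm.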
Menin MLL FP TR: inhibitors of human menin-MLL interaction, mutant MLL peptide; O00255; 270,000 tested, 0.23% active; Menin + Texas Red MLL mutant peptide, fluorescence polarization; Potency, µM (doses to about 61.6 µM), for the others: at the highest dose FP activity change, negative = inhibition, most hits filed as inhibitors; active = well fitted inhibition curve with a large enough effect in the polarisation, with a control signal flat, not every such curve was filed as active; inconclusive = small, poorly fitted or top-dose-only effect, or effect the other way, or a change in a side signal; inactive = no such curve, though single readings can be large or run the other way; the % refers to the polarisation; also: potency is read from the fitted curve at half-maximal effect; % of control where 0% means no effect; many of its hits are not listed in these tables
Mito fusion act: mitochondrial division inhibition or fusion activation. S. cerevisiae fusion-defective mutant growth rescue, CellTiterGlo 48 h. Potency, µM (highest dose often 46.1 µM), for the others: at the highest dose growth rescue (activation), hits mostly activators. 320,000 tested, 0.23% active. AID 485298;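 also: potency is read from the fitted curve at half-maximal effect; % of control where 0% means no effect; nearly all actives have a fitted effect of over 45% in size; temperature-sensitive fusion mutants such as fzo1-1 at 37 °C on non-fermentable ethanol glycerol medium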
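Compounds are tested for their ability to restore growth of mitochondrial fusion-defective yeast strains at non-permissive 37C in YPEG medium over 48 hours. Viability is quantified by luciferase luminescence.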
Active calls of the source: *; ? = inconclusive; . = no result given; [ ] = dose if it differs, or a comment. Unless noted, calls follow the shape of the dose curve; as a rule, active = well fitted curve in the direction sought with a large enough effect; inconclusive = small, poorly fitted or top-dose-only effect, or another doubt; inactive = no such curve, though single readings can be large; an effect the other way counts as inactive or inconclusive.

SMILES	a7 integrin act	MLL CXXC-DNA inh	MBNL1 CUG block	TCR act	AT treatment	TSHR antagonist	TSG101-PTAP inh	ASM inhibitor	Menin MLL FP TR	Mito fusion act
O=C(OCC(=O)N1CCOCC1)c1ccc(O)cc1	0%	21%	2%	-7%	5%	-1	-2%	3%	.	6%
Cc1oc(-c2ccccc2F)nc1CS(=O)(=O)CC(=O)N1CCOCC1	18%	-2%	-3%	-2%	0%	1	-4%	-7%	0%	-2%
CCC(=O)N(CCC1(C(C)C)CCOC(C)(C)C1)C(C)c1cccs1 (stereo not drawn)	-6%	-4%	11%	-2%	9%	2	2%	3%	.	10%
Nc1nc(Nc2ccccc2)nc(NCc2ccccc2)c1[N+](=O)[O-]	-36%	-17%	4%	5%	-7%	-2	0%	-26%	.	17%
COc1ccc(S(=O)(=O)N2CCOC23CCN(S(=O)(=O)c2ccc([N+](=O)[O-])cc2)CC3)cc1	-19%	.	.	-9%	14%	-3	-3%	0%	.	11%
Cc1cc2c(c(=O)n1CCc1ccccc1)C(C(C)C)C(C#N)=C(N)O2 (stereo not drawn)	1%	3%	-5%	3%	3%	0	-5%	-2%	-19%	2%
CCOC(=O)N1CCC(Nc2ncnc3c2cnn3-c2ccc(C)cc2C)CC1	-11%	-6%	?	0%	-5%	-18	-2%	-3%	-28%	11%
O=C(Cc1ccccc1[N+](=O)[O-])NC1CCN(Cc2ccccc2)CC1	-24%	6%	18%	-2%	5%	11	-1%	5%	-2%	-1%
COc1ccc(CCN=C(N)NS(=O)(=O)c2cccs2)cc1	19%	8%	-9%	-2%	0%	22	-3%	1%	1%	-10%
CC(C)CC(NC(=O)C1CCC(C)CC1)C(=O)Nc1ccccc1F (stereo not drawn)	25%	-11%	-1%	7%	6%	-14	0%	2%	-20%	3%
CC(NC(=O)C1CCN(S(=O)(=O)c2cccc3nonc23)CC1)c1ccccc1 (stereo not drawn)	?	12%	?	-7%	-2%	3	-2%	-2%	33%[activator]	3%
COc1cccc(NC(=O)CN(C)CC(=O)Nc2ccc(C)cc2Cl)c1	21%	-1%	1%	3%	-9%	22	-4%	0%	-28%	?
O=C(O)C1=C[C@H](c2cccs2)C[C@H](OCc2ccc(CO)cc2)O1	20%	-8%	19%	-2%	35%	-2	-2%	12%	.	10%
COc1ccc(C(=O)N2CCN=C2SCc2cccnc2)c(OC)c1	-9%	11%	7%	0%	5%	-6	0%	-1%	-9%	-6%
O=C(NCc1cccc2[nH]ccc12)C1CCC(=O)N(CCc2ccccc2)C1 (stereo not drawn)	?	-2%	-1%	0%	6%	-7	-3%	-2%	.	2%
c1nc(N2CCNCC2)c2sc3nc(N4CCOCC4)c4c(c3c2n1)CCC4	.	?	-13%	.	-3%	39	.	.	-13%	-1%
Cc1ccc(O)c(NC(=O)C2CCCCC2)c1	21%	-1%	.	3%	14%	9	-4%	3%	.	-1%
COc1cccc(/C=N/NC(=O)CNC(=O)c2ccc(S(=O)(=O)N3CCCC3)cc2)c1OC	-15%	-1%	-7%	-1%	-5%	14	1%	-1%	-3%	7%
CC(C)(C)OC(=O)NCCCC[C@@H](C(=O)N1CCN(C(=O)OC(C)(C)C)CC1)n1cc(CCC(=O)O)nn1	-6%	-15%	-2%	-1%	-2%	8	-2%	6%	5%	-2%
COC(=O)c1ccc(CO/N=C(\NC(C)=O)c2nonc2NC(C)=O)cc1	-22%	6%	-6%	2%[46.1 µM]	9%	-19	-5%	7%	5%	-5%
O=C(CN1CCCC1)Nc1ccc([N+](=O)[O-])cc1Cl	-13%	12%	?	5%	-1%	0	1%	-3%	-5%	1%
O=C(CCN1CCOCC1)N/N=C/c1cc([N+](=O)[O-])ccc1OC(F)F	-50%[inhibitor]	4%	?	-5%	1%	-8	-3%	0%	8%	-2%
NC(=O)Cn1nc2sc3ccccc3n2c(=O)c1=O	.	-7%	2%	.	1%	-5	.	.	.	-3%
CC(C)=NNC1=NC(C)(C)Cc2ccccc21	4%	?	6%	5%	-4%	-3	-1%	-3%	.	-1%
CN(C)N1C(=O)c2c(Cl)c(Cl)c(Cl)c(Cl)c2C1=O	9%	.	.	4%	.	.	-3%	2%	.	.
O=c1[nH]c(SCc2ccccc2)nc2c1cnn2-c1ccc(F)cc1	7%	2%	-5%	1%	-1%	19	-1%	3%	0%	0%
COc1ccc(CCN(C)C(=O)CSc2nnc(-c3ccco3)o2)cc1OC	0%	-1%	1%	-1%	-30%	-1	-1%	3%	.	-1%
CC(C)Cc1ccc(CN2CCC(n3nccc3NC(=O)C3CCCC3)CC2)cc1	-36%	?	-2%	-3%	-4%	1	-1%	-1%	-23%	-27%
COc1ccc2c(c1OC)C(=O)N1C2SC(C)(C)[C@H]1C(=O)NCCCOC(C)C (stereo partly drawn)	9%	-2%	-7%	1%	-20%	0	-1%	5%	?	12%
CC(C(=O)OCC(=O)NC1CCCC1)N1C(=O)c2ccccc2C1=O (stereo not drawn)	0%	.	.	-2%	14%	5	-3%	-1%	.	.
CCOC(=O)C(C)c1n[nH]c(=O)c2ccccc12 (stereo not drawn)	10%[7.66 µM]	-4%	-3%	-4%	-4%	2	-5%	-1%	-8%	3%
Cc1ccc(OCCCC(=O)NC(C)c2ccccc2)c(C)c1 (stereo not drawn)	6%	-1%	-2%	-6%	7%	-27	-7%	1%	-7%	6%
CCCc1nc(SC2CCCC2)c2c(=O)n(C)c(=O)n(C)c2n1	13%	0%	0%	2%	3%	0	-3%	-20%	-7%	27%
CC(C)=C1C2CC2C2C(C(=O)O)C12 (stereo not drawn)	17%	12%	-3%	3%	5%	19	-1%	2%	-6%	-2%
CCOc1c(Br)cc(CNc2ccc(N3CCOCC3)cc2)cc1OC	-14%	1%	4%	7%	-2%	-8	-1%	3%	.	-8%
CSc1nc(NC(C)=O)nc(C)c1Br	-1%	3%	2%	1%[46.1 µM]	2%	12	-3%	1%	5%	-1%
COCCCNC(=O)CN1C(=O)CSc2ncccc21	13%	0%	6%	-2%	2%	6	0%	-5%	-7%	-1%
COC(=O)c1cccc(C(=O)N2CCC(CO)(Cc3ccccc3Cl)CC2)c1	?	-5%	9%	4%	5%	-13	2%	-2%	-18%	7%
Cc1cc(C)c(NC(=O)COC(=O)CCn2c(C)csc2=O)c(C)c1	5%	.	.	5%	-4%	12	-7%	2%	.	2%
C=CCn1c(SCCOc2ccc(OC)cc2)nnc1C(C)NC(=O)Cc1ccc(OC)cc1 (stereo not drawn)	-38%	2%	-10%	2%	.	-3	-3%	-1%	-3%	6%
Cc1onc(-c2c(Cl)cccc2Cl)c1C(=O)NC(=S)N1CCOCC1	2%	-6%	5%	-3%	-8%	2	1%	7%	.	3%
Cc1nc2ccccc2c2oc(C(=O)N3CC(C)CC(C)C3)cc12 (stereo not drawn)	22%	1%	3%	0%	1%	-23	-2%	3%	-15%	26%
COc1ccc(-c2csc(NC(=O)C3=COCCO3)n2)cc1OC	1%	.	.	-3%	-21%	-23	-2%	2%	.	-3%
O=C(Oc1cccc2cccnc12)c1ccco1	-38%	-7%	1%	-4%[46.1 µM]	-5%	1	-3%	2%	13%	-5%
CC(=O)Nc1ccccc1C(=O)C(=O)Nc1cccc(C(=O)NC2CC2)c1	-7%	?	.	2%	0%	10	-5%	3%	1%	0%
O=C(CN1CCC(NC(=O)Nc2ccccc2)CC1)Nc1ccc([N+](=O)[O-])cc1	-17%	-10%	?	12%	-3%	-13	-2%	0%	17%	-3%
CCOC(=O)c1c(N)sc2c(O)c(Br)ccc12	-13%	7%	-8%	1%	-6%	16	-6%	-13%	?	5%
C1CCc2c(nc3nnnn3c2NC2CCCC2)C1	-18%	3%	-11%	3%	1%	28	-1%	2%	0%	2%
Cc1cc(=O)oc2cc(N3C(=O)CC(Cc4ccccc4)C3=O)ccc12 (stereo not drawn)	-10%	0%	6%	5%	0%	3	-2%	24%	13%	-7%

These rows are one share of the data; count on the stated rates, not on these rows.
